Assay outcomes deposited in PubChem BioAssay by several laboratories.
CHRM4 agonist – CHRM4 agonism in calcium assay. 0.14% of 360,000 active. activation, % at 3 µM. CHO-K1 hM4/Gqi5, Fluo-8 calcium fluorescence; vehicle 0%, full acetylcholine response 100%. AID 624127;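 active means activation above the run mean over all test wells plus 3 SD, cut at about 32% in these data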;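 further: peak over basal fluorescence ratio per well then scaled between controls; 0% = DMSO wells and 100% = acetylcholine at EC100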
CHRM1 antagonist – antagonists of human M1 muscarinic receptor; P11229; CHO-K1 hM1, Fluo-8 calcium fluorescence, ACh EC80 antagonist; inhibition, % at 3 µM; 1.3% of 360,000 active; AID 588852;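 active means percent inhibition above its own plate's cutoff, namely the mean of that plate's compound wells plus 3 SD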;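 further: peak over basal fluorescence ratio during 140 s after agonist addition; 0% = ACh EC80 plus DMSO and 100% = DMSO alone without agonist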
Target sequence (P11229 whole entry, looked up): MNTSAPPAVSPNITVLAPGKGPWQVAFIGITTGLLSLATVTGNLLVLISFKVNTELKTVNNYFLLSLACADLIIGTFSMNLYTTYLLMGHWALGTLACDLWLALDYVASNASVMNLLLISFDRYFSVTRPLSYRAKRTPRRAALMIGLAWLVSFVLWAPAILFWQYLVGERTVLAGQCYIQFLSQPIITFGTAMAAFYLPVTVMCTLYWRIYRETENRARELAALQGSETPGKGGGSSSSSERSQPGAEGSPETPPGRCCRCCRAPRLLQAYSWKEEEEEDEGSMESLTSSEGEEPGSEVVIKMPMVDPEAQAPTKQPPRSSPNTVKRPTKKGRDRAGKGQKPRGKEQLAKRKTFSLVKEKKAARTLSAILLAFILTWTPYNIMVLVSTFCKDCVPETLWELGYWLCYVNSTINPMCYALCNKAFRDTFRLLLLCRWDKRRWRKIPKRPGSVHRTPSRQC
CRFBP-R2 agonist – agonists of human CRF-binding protein/CRF-R2 receptor complex. HEK293 CRF-R2/CRF-BP, calcium dye fluorescence (FLIPR); percent of saturating CRF peptide response. activation, % at 13.2 µM. 0.46% of 350,000 active. AID 588473;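 active means activation of at least 50%, plus an integration ratio under a set limit after plate pattern correction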;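 further: plate controls were neutral control wells without compound for no effect and CRF at EC100 for full effect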
M4 PAM – potentiates acetylcholine response at human M4 receptor; P08173; CHO-K1 hM4/Gqi5, Fluo-8 calcium fluorescence, ACh EC20; 0% = ACh EC20, 100% = maximal ACh; activation, % at 3 µM; 0.4% of 360,000 active; AID 624126;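 active means activation above its plate's cutoff, the mean activation of sample wells plus 3 SD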; further: some results filed as inactive read as strong as hits
M5 ag – CHRM5 agonism in calcium assay; P08912; CHO-K1 hM5 cells, Fluo-8 calcium fluorescence; 0% DMSO wells, 100% maximal acetylcholine response; activation, % at 3 µM; 0.19% of 360,000 active;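 active means activation above the run's mean over test compounds plus 3 SD, cut at about 23% in these data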;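 further: signal is peak over basal fluorescence ratio across the kinetic read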
Target sequence (P08912 whole entry, looked up): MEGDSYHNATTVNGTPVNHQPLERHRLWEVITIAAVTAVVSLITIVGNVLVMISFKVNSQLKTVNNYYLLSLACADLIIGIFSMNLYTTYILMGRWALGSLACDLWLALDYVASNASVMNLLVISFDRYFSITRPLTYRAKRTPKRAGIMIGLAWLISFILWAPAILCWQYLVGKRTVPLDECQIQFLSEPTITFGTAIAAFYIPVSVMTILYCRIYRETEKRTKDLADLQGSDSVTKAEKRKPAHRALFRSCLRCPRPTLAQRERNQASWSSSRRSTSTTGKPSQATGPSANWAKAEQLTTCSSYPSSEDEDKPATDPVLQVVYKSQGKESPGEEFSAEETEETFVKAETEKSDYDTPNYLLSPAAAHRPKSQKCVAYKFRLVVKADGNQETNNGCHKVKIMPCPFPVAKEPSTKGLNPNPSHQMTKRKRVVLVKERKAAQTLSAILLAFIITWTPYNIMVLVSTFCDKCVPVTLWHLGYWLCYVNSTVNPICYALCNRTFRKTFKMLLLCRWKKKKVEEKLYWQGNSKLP
M4 antag – antagonists of human muscarinic M4 receptor (CHRM4) | P08173 | CHO-hM4 cells, ACh EC80, Fluo-8 calcium fluorescence | inhibition, % at 3 µM | 0.73% of 360,000 active | AID 624125;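 active means inhibition above its plate's cutoff, the mean inhibition of sample wells plus 3 SD, cut at about 27% in these data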;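 further: 0% = acetylcholine EC80 with DMSO and 100% = DMSO without agonist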
M1 PAM – human CHRM1 positive allosteric modulation; P11229; CHO-K1 hM1, Fluo-8 calcium fluorescence, ACh EC20; 0% = ACh EC20, 100% = maximal ACh; activation, % at 3 µM; 0.088% of 360,000 active; in the data active means activation above about 19%, passing the limit was not always enough
CHRM5 antagonist – blocks acetylcholine activation of human M5 receptor; P08912; CHO-hM5 cells, Fluo-8 calcium fluorescence, ACh EC80; inhibition, % at 3 µM; 0.59% of 360,000 active; AID 624040;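 active means inhibition above a per-plate cutoff, the mean of that plate's test compounds plus 3 SD, cut at about 27% in these data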;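 further: 0% = acetylcholine EC80 with DMSO and 100% = DMSO without agonist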
M5 PAM – CHRM5 positive allosteric modulation; CHO-K1 hM5, Fluo-8 calcium, ACh EC20 PAM; 0% = ACh EC20, 100% = ACh EC100; activation, % at 3 µM; 0.3% of 360,000 active; AID 624038;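 active means activation above the run cutoff, the mean activation of all test compounds plus 3 SD, cut at about 18% in these data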
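System – CHO-K1 hM5 cells · Compound – 3 µM, single dose · Incubation – compound preincubation 140 s before EC20 acetylcholine addition · Technique – Fluo-8 calcium fluorescence · Measure – Max/basal fluorescence ratio as % of EC20–EC100 ACh window · Benchmarks – low control EC20 acetylcholine (0%), high control EC100 acetylcholine (100%) · Replication – singlicate, one well per test compound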
An asterisk follows results filed as active; nt = no result given.

[1] COc1ccccc1NS(=O)(=O)c1ccc(-c2cnc(C3CC3)o2)cc1
[2] Cc1ccc(/C=N/NC(=O)c2nnn(-c3nonc3N)c2C(C)C)o1
[3] COc1ccccc1/C=C/[C@@H]1C[C@H]2CN(Cc3cccc(Cl)c3)C(=O)[C@]23CCCN13
[4] COc1ccc(NC(=O)COC(=O)Cc2c[nH]c3ccccc23)cc1OC
[5] Cn1c(=O)c2cc(S(=O)(=O)NCCC(=O)Nc3ccc(F)cc3F)ccc2n(C)c1=O
[6] CCN1C(=O)[C@H]2[C@@H](c3ccc(OC)cc3)N[C@]3(CCCN(Cc4cccn4C)C3=O)[C@H]2C1=O
screen / no.	1	2	3	4	5	6
CHRM4 agonist	5	11	3	4	1	0
M1 PAM	0	-7	-23	4	6	7
M5 PAM	-1	-4	-12	-6	11	2
M5 ag	-1	5	-9	4	-2	1
M4 antag	-17	0	-6	9	2	-4
M4 PAM	2	-5	-7	-1	-1	0
CHRM5 antagonist	9	6	-6	11	4	0
CHRM1 antagonist	0	24	14	-1	-5	-11
CRFBP-R2 agonist	1.8	-1.4	1.1	-1.0	6.1	0.4

[7] CCOc1cc(C(=O)N2CCC3(CC2)NCCc2[nH]cnc23)cc(OCC)c1OCC
[8] COc1ccc(-c2nc3c(n2O)CCCC3=O)cc1OC
[9] CCn1c(Cc2ccccc2)nnc1SCc1nc2ccccc2c(=O)[nH]1
[10] CCc1nc2ccc(C(=O)Nc3ccc4c(c3)OCC(=O)N4)cn2c1N(C)C(=O)C1CCCCC1
[11] CCCc1c(C(=O)N/N=C/C(C)=C/c2ccco2)nnn1-c1nonc1N
[12] O=C(Nc1c(-c2ccccc2)nc2ncccn12)c1cc2ccccc2oc1=O
screen / no.	7	8	9	10	11	12
CHRM4 agonist	0	0	0	-1	2	-1
M1 PAM	6	2	3	10	14	6
M5 PAM	-2	4	0	-6	2	4
M5 ag	-5	-3	2	0	-2	1
M4 antag	-6	-13	4	-2	-7	-6
M4 PAM	5	7	-4	6	8	8
CHRM5 antagonist	22	-1	-2	5	3	-1
CHRM1 antagonist	-2	-17	0	-13	-10	-7
CRFBP-R2 agonist	-1.8	-1.5	-0.3	nt	1.7	1.6

[13] CC(=O)c1ccc(NC(=S)Nc2ccc3cn[nH]c3c2)cc1
[14] COc1ccc(NC(=O)CCC(=O)c2ccc(C(C)C)cc2)cc1
[15] CCCN=C(C)c1c(-c2ccccc2)[nH]n(-c2nc3ccccc3s2)c1=O
[16] O=C(O)C(=O)/C(=C\c1cccc(Cl)c1)c1ccc2ccccc2n1
[17] Fc1ccc(-c2ccc(NCCN3CCOCC3)nn2)cc1
[18] O=C(NCCC1=CCCCC1)c1ccc(-n2cncn2)cc1
screen / no.	13	14	15	16	17	18
CHRM4 agonist	1	0	2	0	1	4
M1 PAM	2	-1	8	8	3	1
M5 PAM	-4	-6	-3	2	9	4
M5 ag	-3	0	1	-8	5	-2
M4 antag	4	-10	6	-2	-12	-19
M4 PAM	0	0	0	5	0	3
CHRM5 antagonist	1	10	5	3	-4	-9
CHRM1 antagonist	1	-11	-9	-10	-1	2
CRFBP-R2 agonist	0.7	3.8	-1.3	15	-0.6	-0.7

[19] CC(C)C[C@@H](CO)N1CCN(C)CCC1=O
[20] CCn1c(COc2ccc(OC)cc2)nc2ccccc21
[21] CSc1ccc(CN(C)Cc2nc3ccccc3c(=O)[nH]2)cc1
[22] CCOc1ccccc1NC(=O)Nc1c(C)n(-c2ccccc2)c(=O)n1C
[23] O=C1Cn2c(nc3ccccc32)N1c1cccc(C(F)(F)F)c1
[24] COc1ccccc1C(=O)NCC(=O)NC(C)CCc1ccccc1 (stereo not drawn)
screen / no.	19	20	21	22	23	24
CHRM4 agonist	1	0	3	0	4	1
M1 PAM	-13	1	7	3	3	0
M5 PAM	-7	-35	-6	-3	-6	-3
M5 ag	-3	-12	1	-8	-2	-1
M4 antag	8	5	-3	-13	-9	7
M4 PAM	5	-2	-2	10	4	0
CHRM5 antagonist	14	0	11	10	3	-8
CHRM1 antagonist	21	10	-14	-9	-6	0
CRFBP-R2 agonist	0.2	-2.1	-0.5	-0.7	-7.0	-6.3

[25] CCCN(CCC)CCCn1c(=O)[nH]c2ccccc21
[26] CCOc1ccc2[nH]c3c(=O)n(CCC4=CCCCC4)cnc3c2c1
[27] C#CCOCCOCCOCCNc1nc(N2CCOCC2)nc(N2CCN(C(=O)[C@H](CCCCN)n3cc([C@@H](N)CC(C)C)nn3)CC2)n1
[28] COc1ccc(CC(=O)NCC(=O)N/N=C/c2cc(Br)ccc2OC)cc1
[29] O=C(c1ccc(F)cc1)N1CCC(c2ccccc2)C1 (stereo not drawn)
[30] CCOc1ccccc1NC(=O)CSc1n[nH]c(N)n1
screen / no.	25	26	27	28	29	30
CHRM4 agonist	1	0	0	5	0	1
M1 PAM	10	9	0	-2	10	8
M5 PAM	-2	5	-7	-7	1	0
M5 ag	-7	-4	-1	2	2	-3
M4 antag	-6	1	-3	10	4	-5
M4 PAM	5	8	-8	-7	-5	2
CHRM5 antagonist	4	1	17	9	3	2
CHRM1 antagonist	-9	-17	0	-1	-10	-7
CRFBP-R2 agonist	0.8	0.6	-1.1	-0.7	-1.4	-0.2

[31] CCOC(=O)/C(=C/c1ccccc1)NC(=O)c1ccco1
[32] CCOC(=O)C1CCN(C(=O)c2c(-c3c(F)cccc3Cl)noc2C)CC1
[33] Cc1ccc2nc(-c3ccc(NS(=O)(=O)c4ccc(F)cc4)cc3)sc2c1
[34] CN(C)N=Nc1nc2c(c(=O)n(C)c(=O)n2C)n1C
[35] COc1ccc(NS(=O)(=O)c2cc(NC(=O)C3=NN(c4ccccc4)C(=O)CC3)ccc2OC)cc1
[36] CNc1ncnc2c1ncn2[C@@H]1O[C@H](CO)[C@@H](O)[C@H]1O
screen / no.	31	32	33	34	35	36
CHRM4 agonist	1	0	0	0	12	1
M1 PAM	4	5	4	6	-1	6
M5 PAM	8	4	-4	-8	-13	1
M5 ag	-1	-2	0	-7	14	1
M4 antag	-3	-1	-1	3	11	-14
M4 PAM	4	5	-1	-3	-4	-1
CHRM5 antagonist	10	-4	10	15	17	-11
CHRM1 antagonist	-3	-6	-1	-5	2	-30
CRFBP-R2 agonist	-1.0	1.1	-1.3	1.3	4.9	-1.1

[37] CCCC(=O)N1CCC1(C)C(=O)Nc1cc(OC)ccc1OC (stereo not drawn)
[38] O=C(COC(=O)c1cc[n+]([O-])cc1)Nc1cccc(Br)c1
[39] Cc1ccc(C(=O)NCc2cccnc2)cc1S(=O)(=O)N1CCCCCC1
[40] COc1cccc(NC(=O)Nc2nnc(-c3ccccc3SCc3ccccc3)s2)c1
[41] Cc1ccc(C)n1Cc1ccc(C(=O)O)cc1
[42] O=C1CN(C(=S)NC(=O)c2ccc(-c3ccccc3)cc2)CCN1
screen / no.	37	38	39	40	41	42
CHRM4 agonist	1	1	3	0	3	1
M1 PAM	20	13	-4	-6	2	3
M5 PAM	4	-2	-6	2	-1	8
M5 ag	1	1	-5	0	2	-6
M4 antag	-12	2	6	-5	-2	-3
M4 PAM	11	0	-6	-2	11	-1
CHRM5 antagonist	-1	3	15	-1	2	3
CHRM1 antagonist	-18	-11	11	14	-2	-5
CRFBP-R2 agonist	nt	-0.6	-0.4	-1.1	-0.8	-2.8

[43] O=C(NCc1ccccc1Cl)c1cccc(C(F)(F)F)c1
[44] CN1CCN(c2ccccc2NC(=O)c2cc(Br)ccc2Cl)CC1
[45] Clc1cccc(-c2ccc(-c3nc4ccccn4c3NCc3ccccc3)cc2)c1
[46] O=C(N/N=C\c1ccc(Sc2ccccn2)o1)c1cccc(Br)c1
[47] CCc1sc(C(=O)NC(C)C2CCCO2)cc1Br (stereo not drawn)
[48] O=C(c1ccc(COc2ccccc2Cl)o1)N1N=C(C(F)F)CC1(O)C(F)F (stereo not drawn)
screen / no.	43	44	45	46	47	48
CHRM4 agonist	0	1	6	6	1	1
M1 PAM	10	9	-14	3	3	-22
M5 PAM	-2	-1	-17	-7	7	-15
M5 ag	-4	-6	0	0	-4	-8
M4 antag	-2	-2	29*	-8	-1	12
M4 PAM	7	4	-9	7	4	-16
CHRM5 antagonist	5	1	14	-1	-10	13
CHRM1 antagonist	-12	-42	20	4	-20	14
CRFBP-R2 agonist	-0.7	2.4	-1.2	-0.8	-0.4	1.4

[49] Cc1nc2ccc(S(=O)(=O)N(C)CC(=O)NCCc3ccccc3)cc2s1
[50] N#CC1=C(N)Oc2cc(O)c(Cl)cc2C1c1cccnc1 (stereo not drawn)
[51] O=C(O)C1C2CCC(CC2)C1C(=O)N1CCN(Cc2ccc(F)cc2)CC1 (stereo not drawn)
[52] CCc1ccc2oc(C(=O)Nc3cccnc3)c(C)c2c1
[53] Cc1cccc(C)c1OCc1nnc(SCC(=O)Nc2nccs2)o1
[54] Cc1nc(C(=O)NCC(=O)c2ccccc2)c(C(F)(F)F)o1
screen / no.	49	50	51	52	53	54
CHRM4 agonist	7	8	0	1	8	14
M1 PAM	16	10	11	18	-17	-8
M5 PAM	10	-4	2	6	-7	-27
M5 ag	1	14	-2	6	4	2
M4 antag	-12	2	-3	-6	7	17
M4 PAM	10	-6	0	3	-11	-31
CHRM5 antagonist	-19	0	2	-9	1	21
CHRM1 antagonist	-6	-11	-16	-15	25*	22
CRFBP-R2 agonist	-0.3	22	1.6	3.7	2.3	0.8

[55] CC1CCCC(NC(=O)CCCn2c(=O)[nH]c3cc(Cl)ccc3c2=O)C1C (stereo not drawn)
[56] Cc1noc(NS(=O)(=O)c2ccc(NC(=O)C34CC5CC(C3)CC(n3cnc(Cl)n3)(C5)C4)cc2)c1C
[57] O=S1(=O)N[C@@H](CC2=CCCCC2)C2CCCCC2O1 (stereo partly drawn)
[58] C(=C\c1ccccc1)/C=N/Nc1nc(N2CCCCC2)nc(N2CCCCC2)n1
[59] CCN(CC)C(=O)C1CCCN(C(=O)c2cc(COc3cccc(OC)c3)on2)C1 (stereo not drawn)
screen / no.	55	56	57	58	59
CHRM4 agonist	1	0	0	0	4
M1 PAM	6	-5	14	6	0
M5 PAM	6	5	-4	1	-7
M5 ag	-1	-3	-9	-2	3
M4 antag	-9	3	3	-9	8
M4 PAM	10	2	7	11	-1
CHRM5 antagonist	-1	-1	11	-3	15
CHRM1 antagonist	-8	7	-12	-8	8
CRFBP-R2 agonist	-3.1	-1.0	-2.4	19	-1.4
